Compound activity (PubChem)
CBFb-RUNX1 inh = CBF-beta/RUNX1 interaction disruption; Q01196+Q13951; AlphaScreen CBFb-His/RUNX1-biotin binding, biochemical; 230,000 tested, under 10 active; Potency, µM (series often up to 59.8 µM), inactives show at the highest dose activity, negative = inhibition, actives largely listed as inhibitors; note: % of control where 0% means no effect
Target sequence (Q01196 whole entry, looked up): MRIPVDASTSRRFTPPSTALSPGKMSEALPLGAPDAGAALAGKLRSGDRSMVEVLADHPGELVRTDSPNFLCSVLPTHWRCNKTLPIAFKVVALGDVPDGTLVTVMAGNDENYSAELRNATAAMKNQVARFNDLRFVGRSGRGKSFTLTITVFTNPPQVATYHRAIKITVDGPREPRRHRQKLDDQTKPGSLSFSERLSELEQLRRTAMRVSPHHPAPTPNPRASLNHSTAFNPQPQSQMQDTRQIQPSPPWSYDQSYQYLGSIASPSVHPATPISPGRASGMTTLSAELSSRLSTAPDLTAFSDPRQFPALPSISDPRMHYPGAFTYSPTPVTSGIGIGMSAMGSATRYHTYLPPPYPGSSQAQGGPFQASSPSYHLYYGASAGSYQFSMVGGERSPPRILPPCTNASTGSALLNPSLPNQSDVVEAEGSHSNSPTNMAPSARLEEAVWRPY
Target sequence (Q13951 whole entry, looked up): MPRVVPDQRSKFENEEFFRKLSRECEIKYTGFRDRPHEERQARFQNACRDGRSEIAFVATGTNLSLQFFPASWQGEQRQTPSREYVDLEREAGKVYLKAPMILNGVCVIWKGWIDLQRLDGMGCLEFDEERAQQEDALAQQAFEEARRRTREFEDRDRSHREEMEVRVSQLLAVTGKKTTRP
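Read-out: AlphaScreen. Format: His-CBF-beta with biotinylated RUNX1 (30 nM each) preincubated 20 min, compound 15 min, Ni-chelate plus streptavidin beads 90 min; room temperature throughout.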
Epigenetic derep = epigenetic control regulation, reporter derepression | Potency, µM (titrated, usually from 53.9 µM), for the others: at the highest dose GFP activation, hits mostly activators | 0.2% of 280,000 active | murine LDR cells, GFP reporter derepression, 30 h; note: potency is the fitted concentration of half-maximal effect; % of control where 0% means no effect; nearly all actives have a fitted effect of over 60% in size
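GFP-positive cell count by laser-scanning cytometry (objects 20–120 um) after 30 h, 37 C compound exposure of murine LDR cells; reporter is CMV-GFP integrated at a silenced locus, inducible by HDAC or DNMT inhibitors.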
HttQ103 aggreg = mutant huntingtin aggregation inhibition. 1.1% of 220,000 active. PC12 HttQ103-GFP aggregates, Acumen cytometry, 40 h. Potency, µM (top dose mostly 46.1 µM), for the others: at the top dose activity change, negative = inhibition, actives largely listed as inhibitors; note: potency is the fitted concentration of half-maximal effect; % is set by controls: 0 for no effect and ±100 for the full control effect; nearly all actives have a fitted effect of over 60% in size
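Aggregate formation scored by laser-scanning cytometer (488 excitation, 500–530 emission) in lysed PC12 cells expressing Q103-GFP after 100 nM tebufenozide induction; library tested in dose series, with ATPLite reagent added in the multiplex.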
L3MBTL1 block = blocks human L3MBTL1; Potency, µM (titrated, usually from 57.1 µM), for inactives: at the top dose activity, negative = inhibition, most hits filed as inhibitors; Q9Y468; 0.66% of 230,000 active; AlphaScreen L3MBTL1–H3K9me1 peptide binding; note: potency is the fitted concentration of half-maximal effect; % is set by controls: 0 for no effect and ±100 for the full control effect; nearly all actives have a fitted effect of over 60% in size
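Read-out is AlphaScreen signal from streptavidin donor and nickel chelate acceptor beads (10 ug/mL final each) bridging L3MBTL1 (50 nM) and biotinylated K9-monomethylated H3(1-15) peptide (75 nM), after 30 min compound exposure at room temperature.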
Luc counter = counter-screen: inhibitors of Kinase-Glo firefly luciferase | 0.28% of 200,000 active | Q27757 | Kinase-Glo luciferase, ATP luminescence, 8 min | Potency, µM (highest dose often 38.3 µM), without a hit: at the highest dose activity change, negative = inhibition, most hits filed as inhibitors; note: potency is the fitted concentration of half-maximal effect; % is set by controls: 0 for no effect and ±100 for the full control effect; nearly all actives have a fitted effect of over 60% in size
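Inhibition of Kinase-Glo luciferase light generation was assessed at 10 uM ATP in pH 7.2 imidazole buffer, with luminescence measured after eight minutes at ambient temperature.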
NPSR antag = neuropeptide S receptor (human) antagonism, cAMP; CHO-NPSR cells, cAMP TR-FRET, antagonist mode; Potency, µM (titrated, usually from 38.3 µM), inactives show at the highest dose activity change, negative = inhibition, usual class: inhibitors; AID 1461; 1% of 220,000 active; note: potency is the fitted concentration of half-maximal effect; % is set by controls: 0 for no effect and ±100 for the full control effect; nearly all actives have a fitted effect of over 50% in size; many of its hits are not listed in these tables
Target sequence (Q6W5P4 whole entry, looked up): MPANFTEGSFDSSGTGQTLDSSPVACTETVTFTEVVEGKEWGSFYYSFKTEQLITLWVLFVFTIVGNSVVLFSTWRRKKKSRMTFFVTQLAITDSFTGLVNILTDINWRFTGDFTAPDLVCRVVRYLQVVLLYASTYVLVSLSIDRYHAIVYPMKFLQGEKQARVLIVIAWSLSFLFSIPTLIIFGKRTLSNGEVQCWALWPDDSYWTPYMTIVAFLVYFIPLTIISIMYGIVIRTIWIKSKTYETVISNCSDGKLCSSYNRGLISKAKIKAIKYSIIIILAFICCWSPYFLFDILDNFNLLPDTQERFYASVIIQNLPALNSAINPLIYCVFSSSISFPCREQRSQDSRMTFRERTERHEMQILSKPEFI
IMPase Li inh = IMPase inhibition in cells with lithium potentiation | CHO-M1 cells, IP1 TR-FRET (IP-One), carbachol + lithium | 0.35% of 210,000 active | AID 1457 | Potency, µM (top dose mostly 59.4 µM), without a hit: at the highest dose activity, negative = IMPase inhibition, hits mostly inhibitors;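 note: IP1 builds up when IMPase is blocked and the TR-FRET signal falls; potency is the fitted concentration of half-maximal effect; plate controls were basal vehicle for no effect and high inhibitor control for full effect; nearly all actives have a fitted effect of over 50% in size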
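Lithium-sensitised IP1 accumulation assay; M1-expressing CHO cells treated 30 min at 37C with compound. Competitive antibody detection by time-resolved FRET followed a 10 min room-temperature lysis step.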
The depositor's hits bear a star; ? = inconclusive; . = no result given; & = joins results of further samples; [ ] = another dose, or the depositor's remark. Calls come from the whole dose curve; as a rule, active = well fitted curve in the direction sought with a large enough effect; inconclusive = small, poorly fitted or top-dose-only effect, or another doubt; inactive = no such curve, though single readings can be large; an effect the other way counts as inactive or inconclusive. These rows are one share of the data; the hit share may differ from the screen's.

SMILES,CBFb-RUNX1 inh,Epigenetic derep,HttQ103 aggreg,L3MBTL1 block,Luc counter,NPSR antag,IMPase Li inh
CC(=O)Nc1ccc([C@H]2[C@H](C)CC[C@H]3C(=O)N4[C@@H](CC[C@@H](C)[C@@H]4c4ccc(NC(C)=O)cc4)C(=O)N32)cc1,4.7%[2.36 µM],-5.6%,6.5%,0.9%,-0.7%,10.9%,-6.0%
CSc1ccc(S(=O)(=O)NC2CCCCCC2)cc1,12.2%,4.3%,-31.0%,12.3%,-3.5%,-20.8%[46.1 µM],30.1%[activator][38.3 µM]
Fc1ccc(F)c(CN2CCN(c3ncccn3)CC2)c1,5.5%,-1.1%,-9.3%,10.1%,3.5%,2.3%[46.1 µM],3.6%[38.3 µM]
O=C(Cc1ccccc1)NC(=S)Nc1cc(C(F)(F)F)ccc1Cl,3.4%,8.1%,-1.9%,0.8%,-2.1%,-11.0%[46.1 µM],-12.3%[38.3 µM]
Cc1nc([N+](=O)[O-])c(N2CCN(C)CC2)n1Cc1ccccc1,5.7%,-1.1%,-13.4%,-0.3%,-0.6%,1.5%[46.1 µM],-7.8%[38.3 µM]
NS(=O)(=O)c1ccc(CCNC(=O)CN2CCN(c3ccc(F)cc3)CC2)cc1,0.5%,0.1%,-9.3%,11.1%,2.0%,10.2%,-5.8%
FC(F)(F)c1cc(CCN2C(=S)NC[C@@H]2CC2CCCCC2)cc(C(F)(F)F)c1,10.9%,3.8%,9.0%[9.22 µM],.,.,?,.
COc1ccc(C(=O)NCc2nnc(SCC(=O)N3CCOCC3)o2)cc1OC,3.5%,1.6%,-9.2%,.,0.0%,14.7%,2.6%
CC/C(=N\NC(=O)c1ccoc1C)c1ccc(C)o1,8.5%,0.0%,0.4%,-10.8%,-15.2%,17.8%,11.0%
CC(=O)c1ccc(NC(=O)C(Cc2ccccc2)n2cccc2)cc1 (stereo unspecified),1.5%,-1.8%,-8.4%[9.22 µM],.,.,3.7%,.
Cc1oc(-c2ccc(Cl)cc2)[n+]([O-])c1C,3.0%,-2.3%,11.6%,-2.6%,-5.2%,-3.3%[46.1 µM],-1.0%[38.3 µM]
CCCCNC(=O)CSc1nc2ccc(N3CCOCC3)cc2c(=O)n1CCc1ccccc1,1.3%,1.0%,-22.4%,2.0%,-0.4%,-25.4%,-2.8%
CC(C)(C)C1CCc2c(sc(NC(=O)c3cccs3)c2C(N)=O)C1 (stereo unspecified),6.3%,-1.2%,-3.4%,41.0%[activator],-5.8%,-9.8%[46.1 µM],3.2%
COc1cc(C(=O)Nc2cccc(-c3nc4cc(C)cc(C)c4o3)c2)cc(OC)c1OC,-1.6%,0.0%,26.6%,-9.3%,-6.6%,-1.7%[46.1 µM],-0.6%[38.3 µM]
CCNc1nc(NCC)n2c(SCC(=O)c3ccccc3Cl)nnc2n1,6.0%,-0.5%,18.5%,.,-1.2%,-0.8%,4.1%

Overlap with the part before: two compounds, followed by the next part.
SMILES,CBFb-RUNX1 inh,Epigenetic derep,HttQ103 aggreg,L3MBTL1 block,Luc counter,NPSR antag,IMPase Li inh
COc1cc(C(=O)Nc2cccc(-c3nc4cc(C)cc(C)c4o3)c2)cc(OC)c1OC,-1.6%,0.0%,26.6%,-9.3%,-6.6%,-1.7%[46.1 µM],-0.6%[38.3 µM]
CCNc1nc(NCC)n2c(SCC(=O)c3ccccc3Cl)nnc2n1,6.0%,-0.5%,18.5%,.,-1.2%,-0.8%,4.1%
O=C(Nc1ccon1)c1cc2ccccc2oc1=O,-16.5%,-0.2%,9.2%,.,-15.4%,7.8%[46.1 µM],5.7%[38.3 µM]
FC(F)(F)c1cccc(Sc2cc(C(F)(F)F)nc(-c3ccccn3)n2)c1,-0.3%,-1.1%,-27.4%,40.3%[activator],-1.0%,?,14.0%[38.3 µM]
Cc1cc(C)c2cc(C#N)c(NCCNC(=S)NCCCN3CCOCC3)nc2c1,2.4%,-1.0%,0.0%[9.22 µM],-1.0%,0.1%,-16.5%,19.2%
CCN1CCN(CCCNC(=O)C(=O)c2c(C)[nH]c3ccccc23)CC1,8.9%,-2.0%,?,.,0.7%,22.6%,0.9%
COc1ccc(-c2c(-c3ccc(O)cc3O)n[nH]c2C(F)(F)F)cc1,2.1%,3.8%,-11.0%[9.22 µM],-24.1%,.,55.5%,.
COc1cc(OC)cc(OCC(O)Cn2cnc(-c3ccccc3)c2)c1 (stereo unspecified),-7.3%,-0.8%,0.2%,2.3%,2.5%,-14.8%[46.1 µM],1.4%
COc1ccc(NC(=O)c2cn(CCC#N)nc2-c2cccs2)cc1,3.3%,0.0%,15.4%,-2.5%,-0.7%,13.4%,-2.8%
CCOc1ccc(-c2nc(CSc3nnc(N)s3)cs2)cc1OC,3.3%,-1.0%,0.8%,.,-3.4%,?,28.8%[38.3 µM]
COc1cc(C(=S)N2CCCC2)cc(OC)c1OS(=O)(=O)c1ccc(NC(C)=O)cc1,-13.8%,-1.8%,-12.2%,2.7%,-0.7%,1.3%,2.5%
COc1ccc(Cl)c(S(=O)(=O)N2CCCC2)c1,2.7%,-2.1%,-4.3%,13.4%[11.4 µM],0.7%,-1.3%[46.1 µM],48.8%[activator][38.3 µM]
COC(=O)c1ccc(N2CCN(C)CC2)c(NC(=O)COc2ccc(OC)cc2)c1,1.2%,0.4%,14.3%,2.3%,-1.5%,-16.4%[46.1 µM],-2.2%[38.3 µM]
CNC(=O)CN1C(=O)CSc2nc(C)cc(C)c21,-1.4%,-1.0%,-8.1%,-20.0%,-1.0%,11.5%,-0.2%
COC(=O)c1ccc(CN2CCN(CC(C)C)C(CCO)C2)cc1 (stereo unspecified),29.6%,1.2%,7.4%[9.22 µM],41.6%[activator],.,57.9%,.
O=C(Nc1ccccc1SCC1CSc2nc3ccccc3c(=O)n21)c1ccccc1 (stereo unspecified),5.2%,-0.6%,-8.8%,-0.3%,3.4%,-13.8%[46.1 µM],30.8%[activator][38.3 µM]
O=C(CCSCCC(=O)NCCN1CCOCC1)NCCN1CCOCC1,-1.0%,-1.0%,-1.1%,.,-2.9%,-10.9%[46.1 µM],20.3%[38.3 µM]
COc1ccc(CN2CCOCC2)cc1Br,1.2%,-3.0%,?,-0.4%,1.8%,-1.3%[46.1 µM],-3.8%[38.3 µM]
CCOC(=O)Cn1nc(-c2ccc(Cl)cc2)ccc1=O,3.4%,-0.9%,-5.3%,7.2%,-6.3%,-6.7%[46.1 µM],-1.7%[38.3 µM]
C[C@@H](N)C(=O)O,0.8%,0.0%&-0.3%,-0.7%,.,-0.6%,.,-1.1%&4.5%
COc1cc(/C=N/n2c(-c3cc(C)[nH]n3)n[nH]c2=S)ccc1O,1.2%,0.1%,-7.5%[9.22 µM],0.0%,.,1.0%,.
CCOc1cc(S(=O)(=O)n2ccnc2)ccc1Cl,2.7%,-0.1%,26.5%,7.6%[11.4 µM],-0.7%,12.7%,-4.9%
CN1C(=S)SC(/[N+]([O-])=C/c2ccc(Cl)cc2)C1(C)C (stereo unspecified),-4.2%,0.7%,10.2%[9.22 µM],.,.,-3.2%,.
O=C(O)C1Cc2[nH]cnc2C(c2ccc(F)cc2)N1 (stereo unspecified),9.6%,3.4%,8.6%,-10.1%,3.1%,12.8%,-7.8%
Cc1cccc(C(=O)NC2CC(C)(C)NC(C)(C)C2)c1,-4.0%,-0.5%,-20.5%[9.22 µM],7.0%,-0.4%,5.7%[46.1 µM],0.6%[38.3 µM]
COc1ccccc1CNC(=O)c1cc(=O)c2ccccc2o1,-11.2%,1.5%,?,.,2.0%,0.8%,-3.1%
CC1=CC=CN2CC(O)CN=C12 (stereo unspecified),3.1%,-3.3%,0.6%,-5.1%,-6.7%,-5.6%[46.1 µM],-21.2%[38.3 µM]
C=CCn1c(O)c(N=NC(=S)Nc2cccc(C)c2)c2ccccc21,-2.6%,-1.0%,10.8%,?,6.2%,-11.9%,-16.1%
CC(C)c1ccc(OCC(=O)N2CCCCCC2)c(Br)c1,9.0%,1.7%,-4.8%[9.22 µM],16.3%,-0.2%,-16.2%,7.7%
OCCC1CN(Cc2ccc3nonc3c2)CCN1Cc1ccsc1 (stereo unspecified),-4.1%,0.0%,-8.3%[9.22 µM],3.3%,-1.4%,6.3%,12.5%
O=C(O)CCSc1nnc(-c2ccccc2)n1-c1ccccc1,2.3%,-1.2%,-16.2%,2.1%,13.2%,1.3%[46.1 µM],-13.3%[38.3 µM]
Cc1cc(=O)[nH]c(-n2nc(C)cc2C)n1,-6.6%,1.5%,-6.4%,11.0%,3.3%,0.4%[46.1 µM],6.6%[38.3 µM]
CCOC(=O)C1=C(C)NC(=S)NC1c1ccsc1 (stereo unspecified),7.7%,-0.1%,25.8%,-3.7%[11.4 µM],1.3%,16.2%,-0.1%
C/C(CCC(=O)OC[C@H]1O[C@H](C#Cc2ccccc2)C=C[C@@H]1Oc1ccc(C)cc1)=N\O[C@@H](C)CN1CCCCc2nc(C)c(C)cc21,-10.5%,3.1%,11.8%,-11.1%,-4.1%,-46.5%,26.6%
Cc1nc(SCc2ccc(C(=O)O)cc2)nc2c1CCCC2,-22.6%,-0.1%,-8.0%[9.22 µM],-3.3%,-4.2%,21.4%,2.2%
COc1ccc(NC(=O)NCc2ccco2)cc1OC,-2.1%,0.6%,16.6%[9.22 µM],-9.4%,3.2%,12.7%,1.0%
Cn1c(SCC(=O)Nc2ccc3c(c2)OCCO3)nnc1-c1ccco1,-1.0%,-9.9%,7.6%,-10.1%,.,-0.7%[46.1 µM],.
CC(=O)N/N=c1\sc2ccccc2n1C,22.3%,1.9%,21.7%,-8.8%,1.5%,5.8%,-2.3%
COC(=O)c1ccc(Cl)cc1N(Cc1c(F)cccc1Cl)S(C)(=O)=O,4.1%,0.0%,8.7%[9.22 µM],5.8%,.,18.4%,.
OCCC1CN(Cc2cccn2-c2cccnc2)CCN1CCc1ccccc1 (stereo unspecified),1.7%,0.0%,35.4%[9.22 µM],-10.0%,-6.6%,-5.3%,14.2%
COc1cccc(CNc2nc3nc4c(c(=O)n3[nH]2)CCC4)c1,1.6%,-1.1%,-1.9%,2.9%,-3.6%,-0.8%[46.1 µM],3.0%[38.3 µM]
CC(=O)NC(Cc1cccc(F)c1)C(=O)NC1CCN(c2nnnn2-c2ccccc2)CC1 (stereo unspecified),-1.4%,-0.2%,13.3%[9.22 µM],-1.0%,-5.9%,-6.7%,9.1%
